Assay outcomes (PubChem)
ssDAF-12 act – activates DAF-12 receptor from parasite S. stercoralis; HEK293 ssDAF-12/GRIP1 lit1-tk-luc reporter, luminescence; % of 3 µM dafachronic acid response; activation, % at 6.8 µM; actives 1% (n = 370,000);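 active means activation above the mean over all tested compounds plus 3 SD, cut at about 0.9% in these data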;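 further: 0% = DMSO-only wells and 100% = 3 µM delta7-dafachronic acid wells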
Rev-erbA mod – modulates human Rev-erb alpha binding to DNA; P20393; Rev-erbα–FITC-DNA binding, fluorescence polarization, 90 min; activity, % at 10 µM; actives 0.79% (n = 370,000);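 active means activity above about 14%, limit read from the data; passing the limit was not always enough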;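 further: 0% = DMSO wells with 35 nM protein and 100% = DMSO wells with 750 nM protein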
DAX1 inh-1 – NR0B1 (DAX1) inhibition; P51843; HEK293 Gal4-DAX1 luciferase reporter, luminescence; inhibition, % at 6.75 µM; actives 0.99% (n = 340,000); AID 504766;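 active means inhibition above the mean over all tested compounds plus 3 SD, cut at about 4.2% in these data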;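 further: 0% = DAX1-transfected cells with DMSO and 100% = empty-vector control cells with DMSO; inhibition shows as a rise in luminescence from relieved DAX1 repression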
Target sequence (P51843 207-470 limits assumed): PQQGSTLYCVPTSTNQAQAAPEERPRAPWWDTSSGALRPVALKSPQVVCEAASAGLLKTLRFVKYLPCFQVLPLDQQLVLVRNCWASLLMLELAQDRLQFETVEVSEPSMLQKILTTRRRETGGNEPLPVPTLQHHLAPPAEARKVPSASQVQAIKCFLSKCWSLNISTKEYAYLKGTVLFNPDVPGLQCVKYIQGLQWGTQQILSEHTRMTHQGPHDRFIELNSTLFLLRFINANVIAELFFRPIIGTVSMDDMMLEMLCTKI
ADAM17 inh – ADAM17 inhibition, QFRET primary screen | P78536 | recombinant ADAM17, EDANS/DABCYL FRET peptide cleavage | inhibition, % at 6.95 µM | actives 0.83% (n = 370,000);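 active means inhibition above the mean of compounds lying between control limits plus 3 SD, set per campaign, cut at about 8.5% in these data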;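 further: 0% = DMSO-only wells as the low control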
Target sequence (P78536 215-824 limits assumed): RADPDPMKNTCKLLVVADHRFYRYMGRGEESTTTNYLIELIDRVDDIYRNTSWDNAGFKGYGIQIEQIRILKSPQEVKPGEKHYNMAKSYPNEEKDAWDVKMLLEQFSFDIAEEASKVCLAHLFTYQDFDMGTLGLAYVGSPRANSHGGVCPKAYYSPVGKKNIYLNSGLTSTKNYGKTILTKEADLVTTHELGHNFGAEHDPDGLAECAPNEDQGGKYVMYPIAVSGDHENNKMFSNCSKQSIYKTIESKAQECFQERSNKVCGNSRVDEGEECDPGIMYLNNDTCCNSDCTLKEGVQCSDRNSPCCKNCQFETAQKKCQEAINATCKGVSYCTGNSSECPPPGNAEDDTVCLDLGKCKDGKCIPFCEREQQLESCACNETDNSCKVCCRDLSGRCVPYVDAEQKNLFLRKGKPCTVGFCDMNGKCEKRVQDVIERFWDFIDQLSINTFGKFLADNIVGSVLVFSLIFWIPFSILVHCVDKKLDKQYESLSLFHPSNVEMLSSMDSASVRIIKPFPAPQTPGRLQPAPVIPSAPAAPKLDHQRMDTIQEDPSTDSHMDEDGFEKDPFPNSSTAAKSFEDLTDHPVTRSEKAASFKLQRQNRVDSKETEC
MBD2 inh – blocks human MBD2 binding to methylated DNA; Q9UBB5; actives 0.31% (n = 370,000); inhibition, % at 4.4 µM; TR-FRET, MBD2 binding to methylated oligonucleotide; AID 686964; in the data active means inhibition above about 13%
hcDAF-12 act – activates DAF-12 receptor from parasite H. contortus | HEK293 hcDAF-12 lit1-tk-luc reporter, luminescence; 0% DMSO, 100% Δ7-dafachronic acid | activation, % at 6.8 µM | actives 1.4% (n = 370,000) | AID 652067;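 active means activation above the mean of all tested compounds plus 3 SD, cut at about 5.5% in these data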;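 further: 100% = response to 3 µM Δ7-dafachronic acid high control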
hgDAF12 agonist – agonists of H. glycines DAF-12 nuclear receptor; HEK293 GAL4-hgDAF12 UAS-luciferase reporter, agonist luminescence; normalized to butyrate control; activation, % at 6.8 µM; actives 1.8% (n = 370,000); AID 687014;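 active means activation above a cutoff set at the mean of all screened compounds plus 3 SD, cut at about 10% in these data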;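 further: 0% = DMSO wells and 100% = sodium butyrate wells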
PLCb3 inh – PLC-beta3 (human) inhibition, primary screen; Purified PLC-beta3, fluorogenic substrate, fluorescence; inhibition, % at 12.2 µM; actives 0.18% (n = 370,000); AID 720704; in the data active means inhibition above about 11%;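 further: 0% = median of compound wells on plate and 100% = full blocker control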
DAX1 inh-2 – DAX1 (NR0B1) inhibition, primary screen; HEK293T StAR-luciferase reporter, SF-1/DAX-1 repression relief; inhibition, % at 6.8 µM; actives 1.1% (n = 370,000); AID 652010;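 active means inhibition above the mean over all tested compounds plus 3 SD, cut at about 3.6% in these data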;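 further: 0% = DAX-1 cells with DMSO and 100% = cells lacking DAX-1 with DMSO; higher inhibition means more luminescence from relief of DAX-1 repression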
SMARCA2 act – activators of SMARCA2 function. MG213 cells, MMTV-luciferase reporter, dexamethasone, overnight. activation, % at 9.1 µM. actives 1% (n = 370,000); in the data active means activation above about 7.8%;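 further: 0% = vehicle wells and 100% = reference activator wells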
PLCg1 inh – PLC-gamma1 (human) inhibition, primary screen. actives 0.84% (n = 370,000). inhibition, % at 12.2 µM. purified PLC-gamma1, fluorogenic substrate, fluorescence; in the data active means inhibition above about 9.5%
* hit, by the source's call; / = not tested or not shown; & = joins results of further samples. The list is partial, so the mix of outcomes need not match the whole.

No.	SMILES	ssDAF-12 act	Rev-erbA mod	DAX1 inh-1	ADAM17 inh	MBD2 inh	hcDAF-12 act	hgDAF12 agonist	PLCb3 inh	DAX1 inh-2	SMARCA2 act	PLCg1 inh
1	NC(=O)c1cccc(-c2cc(Nc3ccc(OC(F)(F)F)cc3)ncn2)c1	-2.2	7	-2.4	-8	3	-2.9	-5.5	-183	-1.5	-2	-113
2	CCOc1ccccc1C(N)=O	-1.3	-5&-1	0.5	-2	3	-0.1	1.1	10	1.0	-2	3
3	Cc1nc2ccccn2c(=O)c1CCN1CCC(C(=O)c2ccc(F)cc2)CC1	-1.3	-2&4	-0.5	-14	7	0.1	-1.0	-25	-2.3	-1	-17
4	C1CCC(C(CC2CCCCN2)C2CCCCC2)CC1 (stereo not drawn)	-1.1&-0.9	-6&3&7	-0.9&-1.4	-3&-2	-2&3	-1.9&-2.7	-2.5&-0.2	6&5	-1.1&0.1	-6&-3	8&4
5	Cn1c(=O)c2c(ncn2CC2OCCO2)n(C)c1=O	-1.4	1	0.3	-1	35*	-1.9	2.4	-5	0.9	1	2
6	CCc1cc(=O)oc2c(CNC(Cc3ccccc3)C(=O)O)c(O)ccc12 (stereo not drawn)	-0.6	6	/	-213	2	-0.6	1.7	-141	-0.3	-2	-91
7	c1ccc(CC2=NCCN2)cc1	-1.6	6&-3	-1.1	-7	1	-1.9	-2.3	1	0.2	-4	-1
8	CC(=O)c1ccc2c(c1)N(CCCN(C)C)c1ccccc1S2	-1.5	-3&9	-0.8	0	-7	-1.4	0.4	-80	-0.2	-1	-66
9	COc1ccc(C(=O)CC(=O)c2ccc(C(C)(C)C)cc2)cc1	-1.2	-1&-6	-0.7	-6	2	-0.9	5.4	-4	0.9	-6	-2
10	O=C(NCCc1c[nH]c2ccccc12)c1cccnc1	1.9*	3	3.8	-3	1	2.6	2.0	-2	1.1	-3	-3
11	COc1cc2c(c(OC)c1OC)-c1c(cc3c(c1OC)OCO3)[C@@H](OC(C)=O)[C@H](C)[C@H](C)C2	-1.5	4	-0.4	0	-5	-2.2	3.3	3	-0.9	0	-1
12	CC[N+](C)(CC)CCOC(=O)C(O)(c1ccccc1)C1CCCCC1 (stereo not drawn)	-0.9	0&2	0.3	-4	3	-2.7	2.5	2	-0.7	-2	0
13	Cc1ccc(CN2CCN(Cc3cccc4nccnc34)CC2CCO)cc1 (stereo not drawn)	-1.2	0	3.1	-5	-2	-0.8	-1.4	-3	0.1	-2	1
14	C[C@]12CCC(=O)C=C1CC[C@@H]1[C@@H]2CC[C@@]2(C)[C@H]1CC[C@]2(O)C(=O)CO	-1.4	-2	-0.7	-2	-5	-2.5	-3.4	1	0.1	-2	0
15	CCOc1ccc(C(=O)OCCN(CC)CC)cc1	-1.1	-2&-3	0.5	-6	2	-0.7	-2.7	2	0.6	-1	-2
16	CCCn1cnc2c1c(=O)n(CCCCC(C)=O)c(=O)n2C	-1.2	-3&1	1.1	-1	1	-1.9	-1.1	2	1.2	3	2
17	CC[n+]1c(C)sc2cc(OC)ccc21	0.4	-1	2.1	-1	-3	0.3	0.2	6	-0.5	1	-1
18	CCC(C)n1ncn(-c2ccc(N3CCN(c4ccc(OCC5COC(Cn6cncn6)(c6ccc(Cl)cc6Cl)O5)cc4)CC3)cc2)c1=O (stereo not drawn)	-1.0	0	-1.1	-7	1	-0.8	0.6	-4	1.0	-5	8
19	CC(COc1ccccc1)NC(C)C(O)c1ccc(O)cc1 (stereo not drawn)	-1.2	-7	0.3	-5	1	-2.6	-2.2	0	0.2	-2	-1
20	COc1ccccc1N1CCN(CCCNc2cc(=O)n(C)c(=O)n2C)CC1	-0.6	2&-1	0.9	0	5	-1.7	-1.8	-1	-0.6	-3	2
21	c1ccc(CN(CC2=NCCN2)c2ccccc2)cc1	-1.3&-1.5	-3&4&1	0.8&-0.6	-5&1	2&0	0.5&-2.7	0.4&-0.2	0&6	0.3&-0.3	-5&-1	1&1
22	CCN(CC)CCOC(=O)C1(c2ccccc2)CCCC1	-1.4	-2&-5	1.0	-4	1	-0.8	-0.7	3	0.6	-2	3
23	O=C(c1ccc(F)cc1)C1CCN(CCn2c(=O)[nH]c3ccccc3c2=O)CC1	-1.4&-1.1	-2&-6&-10	-0.8&-1.1	-6&-2	3&-1	-1.7&-1.1	0.7&1.1	0&1	0.1&-0.1	-4&-3	2&2
24	CC(=O)NC(Cc1ccccc1)C(=O)O (stereo not drawn)	-1.7	-3	-0.3	-1	-4	-0.4	-3.8	1	0.4	-4	4
25	CCOC(=O)c1ccc(N)cc1	-1.4	-1&-7	-1.2	-1	-2	-1.9	0.8	6	1.0	2	4
26	C/C=C(/C)C(=O)O[C@@H]1c2c(ccc3ccc(=O)oc23)OC(C)(C)[C@@H]1OC(=O)/C(C)=C\C	-1.4	-2	-0.9	-2	4	-2.9	-1.8	-2	0.0	-2	-7
27	CC1(C)Cc2c(sc(NC(=S)NC(=O)c3ccccc3)c2C(=O)O)CO1	-1.7	-5	0.6	-5	-4	-0.9	0.8	-1	0.3	-2	-5
28	CC(=O)OCC1=C[C@@H]2OC(=O)C3=CO[C@@H](O[C@@H]4O[C@H](CO)[C@@H](O)[C@H](O)[C@H]4O)[C@H]1[C@@H]32	-1.5	-7	-0.5	-1	0	2.0	-0.6	1	0.2	0	2
29	CN1CCOC(c2ccccc2)c2ccccc2C1 (stereo not drawn)	-1.4	6&-6	-0.1	-8	7	-0.9	1.2	-4	0.2	-3	3
30	CCN(CC)CCNC(=O)c1cc(Cl)c(N)cc1OC	-1.1	3&-3	-0.1	-4	3	0.4	-1.1	-3	0.6	-8	0
31	CC(C(=O)O)c1ccc(C(=O)c2cccs2)cc1 (stereo not drawn)	-1.4	-6	-0.8	-2	0	2.1	0.6	2	0.0	-3	2
32	Cc1c(NC(=O)c2cccnc2)c(=O)n(-c2ccccc2)n1C	-0.3	3&1	-0.4	-1	0	-0.1	-1.1	-1	-0.2	-4	3
33	OCCN1CCN(CCCN2c3ccccc3Sc3ccc(Cl)cc32)CC1	-1.6	0&-8	0.0	-9	0	-0.5	-2.7	-25	-0.5	-5	-15
34	O=C(CCNNC(=O)c1ccncc1)NCc1ccccc1	-1.2	-1&6	-0.9	3	1	-0.5	-3.8	-3	0.3	-4	1
35	CCCNC(C)C(=O)Nc1c(C)csc1C(=O)OC (stereo not drawn)	-1.1	1	1.7	1	0	0.9	-0.2	4	-0.7	2	2
36	COc1ccc(C(=O)NCc2ccc(OCCN(C)C)cc2)cc1OC	-1.6	-1	-0.4	-7	-1	5.6*	-3.6	-4	0.8	-2	-4
37	O=C(CCN1CCC(c2ccccc2)C1)c1ccc2c(c1)OCCO2 (stereo not drawn)	-1.1	2	-0.3	-7	3	-1.6	-1.8	-4	-0.2	0	-2
38	COc1ccc(/C=C/C(=O)Nc2ccccc2C(=O)O)cc1OC	-2.7	2&-4	-2.1	-3	-10	-4.9	-10	-4	-3.1	-5	-6
39	C=CC1=C(C(=O)O)N2C(=O)[C@@H](NC(=O)/C(=N\O)c3csc(N)n3)[C@H]2SC1 (stereo in doubt)	-0.8	-32&0	0.7	-10	11	-2.1	1.6	-3	0.8	-3	-4
40	COC(=O)c1ccc(O)cc1	-0.9	-1	0.9	-4	0	-1.6	0.9	-5	0.0	-3	0
41	CC12CCC(CC1)C(C)(C)O2	-1.0	4	1.6	0	-3	1.3	-2.7	7	-0.3	2	5
42	CN1CCN(CCC(=O)N2c3ccccc3Sc3ccc(C(F)(F)F)cc32)CC1	-1.7	3	0.1	-4	2	-1.6	1.4	-4	0.5	4	1
43	Cc1cc(Nc2cc(N3CCN(C)CC3)nc(Sc3ccc(NC(=O)C4CC4)cc3)n2)n[nH]1	-1.4	-1	-2.9	0	-1	-2.6	-1.3	2	-1.3	0	1
44	CN1CCN(C(c2ccccc2)c2ccccc2)CC1	-0.9	4&0	0.3	1	-5	0.1	-0.3	4	0.0	-2	3
45	CC(=O)c1ccc(S(=O)(=O)NC(=O)NC2CCCCC2)cc1	-0.5	-3&4	0.0	-5	1	-1.3	3.6	1	-0.7	2	-1
46	CCOc1ccc(NC(=O)Cn2cc(C(=O)c3ccco3)c3ccccc32)cc1	-1.1	1	-0.3	-4	3	0.1	1.1	2	-0.1	0	-2
47	OC(C#CCN1CCCC1)(c1ccccc1)c1ccccc1	-0.4	1	0.8	-1	6	0.5	0.1	-4	0.0	-1	-4
48	CC(=O)Nc1ccc(C(=O)O)cc1	-1.4	-7	1.2	2	-6	2.3	2.1	2	0.9	1	3

3 entries already listed, sorted by formula weight, rising.
No.	SMILES	ssDAF-12 act	Rev-erbA mod	DAX1 inh-1	ADAM17 inh	MBD2 inh	hcDAF-12 act	hgDAF12 agonist	PLCb3 inh	DAX1 inh-2	SMARCA2 act	PLCg1 inh
2	CCOc1ccccc1C(N)=O	-1.3	-5&-1	0.5	-2	3	-0.1	1.1	10	1.0	-2	3
17	CC[n+]1c(C)sc2cc(OC)ccc21	0.4	-1	2.1	-1	-3	0.3	0.2	6	-0.5	1	-1
1	NC(=O)c1cccc(-c2cc(Nc3ccc(OC(F)(F)F)cc3)ncn2)c1	-2.2	7	-2.4	-8	3	-2.9	-5.5	-183	-1.5	-2	-113

(listing goes on)
No.	SMILES	ssDAF-12 act	Rev-erbA mod	DAX1 inh-1	ADAM17 inh	MBD2 inh	hcDAF-12 act	hgDAF12 agonist	PLCb3 inh	DAX1 inh-2	SMARCA2 act	PLCg1 inh
49	CC1(C)OC2CC(=O)OCC23C1CC(=O)C1(C)C3CCC2(C)C(c3ccoc3)OC(=O)C3OC321 (stereo not drawn)	-0.3	-2	/	-2	3	-1.1	0.5	3	0.3	1	3
50	Cc1cc(-c2ccccc2)nnc1NCCN1CCOCC1	-0.7	3&-6	0.5	-3	-2	-0.7	-1.3	-2	0.5	1	4
51	CCCCCCO	-0.5	-6	-0.5	-2	-3	-1.9	-0.3	1	-0.2	-3	3
52	NC(=O)c1cn(Cc2c(F)cccc2F)nn1	-0.6	-3	-1.4	-4	0	1.3	-0.6	3	-0.6	-2	0
